Screens: PubChem BioAssay, National Center for Advancing Translational Sciences (NCATS)
ATXN2 expr inh = inhibitors of ATXN2 expression | HEK-293 ATXN2-luciferase reporter, luminescence, 24 h | Potency, µM (titrated, usually from 57 µM), for inactives: top-dose activity change, negative = inhibition, usual class: inhibitors | hit rate 0.72% among 360,000 | AID 1745845; further: potency means the concentration at half of the fitted maximal effect; on the % scale 0 is the no-effect control and ±100 the full control effect; nearly all actives have a fitted effect of over 55% in size
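ATXN2-luciferase reporter cells (luciferase flanked by upstream and downstream ATXN2 gene portions) were treated 24 h at 37 °C with compounds at up to 57 uM. SteadyGlo luminescence gave expression; GF-AFC fluorescence gave viability.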
HT1080 IDH1KD tx = kills HT-1080 cells with IDH1 knockdown; AID 686971; Potency, µM (titrated, usually from 46.1 µM), for inactives: at the highest dose activity, negative = toxicity, usual class: cytotoxic; hit rate 2% among 360,000; HT-1080 IDH1 knockdown viability, ATP luminescence, 48 h;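 further: potency means the concentration at half of the fitted maximal effect; 0% = DMSO wells and -100% = cell-free medium wells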
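HT-1080-IDH1KD cells (IDH1 knocked down), 750/well in RPMI with 5% FBS, treated with compound 48 h at 37 degrees C. Viability by CellTiter-Glo luminescence, normalised to DMSO and no-cell wells; concentration-response curves classed.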
MCF10A rerep = induces DNA re-replication in MCF 10a normal breast cells | AID 624296 | Potency, µM (top dose mostly 46.1 µM), for the others: at the highest dose activity, positive = re-replication, most hits filed as activators | MCF 10A DNA re-replication, Hoechst nuclear intensity, 48 h | hit rate 2.9% among 350,000; further: potency means the concentration at half of the fitted maximal effect; % of control where 0% means no effect; nearly all actives have a fitted effect of over 50% in size
HT1080-NT tox = kills 2HG-producing HT-1080-NT fibrosarcoma cells; HT-1080-NT fibrosarcoma viability, CellTiter-Glo ATP luminescence, 48 h; Potency, µM (top dose mostly 46.1 µM), inactives show top-dose activity, negative = less viability, usual class: cytotoxic; hit rate 1.6% among 360,000; AID 686970;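 further: NT is the 2HG producing partner of a matched IDH1 knockdown line; potency means the concentration at half of the fitted maximal effect; 0% = DMSO-treated cells and -100% = media-only wells without cells; nearly all actives have a fitted effect of over 55% in size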
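Luminescent CellTiter-Glo readout after 48 hours of compound exposure at 37 degrees C defined viability of HT-1080-NT cells. Activity was normalized to DMSO wells and cell-free media wells; concentration-response curves were fitted and assigned curve classes.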
WRN helicase inh = WRN helicase (human) inhibition; AID 651768; Potency, µM (highest dose often 114 µM), inactives show at the highest dose activity change, negative = inhibition, usual class: inhibitors; Q14191; hit rate 0.46% among 360,000; WRN helicase unwinding, fluorescent forked duplex, kinetic; further: potency means the concentration at half of the fitted maximal effect; on the % scale 0 is the no-effect control and ±100 the full control effect; nearly all actives have a fitted effect of over 55% in size
Target sequence (Q14191 whole entry, looked up): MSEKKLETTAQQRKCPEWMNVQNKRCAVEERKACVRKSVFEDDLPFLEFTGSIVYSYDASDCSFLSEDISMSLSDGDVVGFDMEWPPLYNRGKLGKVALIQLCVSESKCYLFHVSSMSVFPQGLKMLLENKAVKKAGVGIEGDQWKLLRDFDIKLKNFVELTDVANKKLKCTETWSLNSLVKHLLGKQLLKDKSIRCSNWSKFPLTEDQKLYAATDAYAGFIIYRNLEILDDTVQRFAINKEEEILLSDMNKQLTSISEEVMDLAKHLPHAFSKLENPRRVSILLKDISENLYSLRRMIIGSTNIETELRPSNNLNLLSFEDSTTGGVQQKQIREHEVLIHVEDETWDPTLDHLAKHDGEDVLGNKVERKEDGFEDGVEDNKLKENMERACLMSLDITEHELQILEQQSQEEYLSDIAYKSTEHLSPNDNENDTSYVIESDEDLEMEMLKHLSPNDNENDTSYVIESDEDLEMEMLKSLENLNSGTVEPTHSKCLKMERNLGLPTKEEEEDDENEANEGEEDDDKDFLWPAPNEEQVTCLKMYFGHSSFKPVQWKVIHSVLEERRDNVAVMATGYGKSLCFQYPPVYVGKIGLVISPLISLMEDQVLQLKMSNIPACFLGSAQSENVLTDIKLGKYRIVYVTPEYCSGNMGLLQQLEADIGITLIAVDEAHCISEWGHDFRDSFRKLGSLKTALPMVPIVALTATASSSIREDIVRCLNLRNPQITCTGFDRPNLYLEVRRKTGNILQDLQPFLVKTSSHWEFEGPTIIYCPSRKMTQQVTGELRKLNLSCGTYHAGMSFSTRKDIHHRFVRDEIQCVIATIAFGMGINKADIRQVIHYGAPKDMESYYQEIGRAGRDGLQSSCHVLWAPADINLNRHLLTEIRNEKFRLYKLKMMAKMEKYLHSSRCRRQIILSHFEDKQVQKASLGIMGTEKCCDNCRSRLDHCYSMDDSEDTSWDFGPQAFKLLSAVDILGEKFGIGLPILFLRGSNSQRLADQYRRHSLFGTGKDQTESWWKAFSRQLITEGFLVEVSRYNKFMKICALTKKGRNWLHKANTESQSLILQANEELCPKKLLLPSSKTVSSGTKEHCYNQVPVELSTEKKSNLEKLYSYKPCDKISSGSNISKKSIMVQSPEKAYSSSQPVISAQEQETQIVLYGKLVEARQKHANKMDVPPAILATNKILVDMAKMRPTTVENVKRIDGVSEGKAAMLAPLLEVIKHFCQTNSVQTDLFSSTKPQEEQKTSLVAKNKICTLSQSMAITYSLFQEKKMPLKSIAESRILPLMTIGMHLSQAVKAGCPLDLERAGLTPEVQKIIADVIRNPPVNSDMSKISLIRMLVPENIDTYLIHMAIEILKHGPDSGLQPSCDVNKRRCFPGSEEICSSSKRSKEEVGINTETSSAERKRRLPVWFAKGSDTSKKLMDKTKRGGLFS
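Fluorescence dequenching readout, ex 525 nm/em 598 nm, kinetic mode: forked duplex DNA (100 nM final) with adjacent fluorophore and quencher unwound by WRN (20 nM final) with 2 mM ATP. Compound preincubation 15 min, room temperature.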
KB-3-1 cytotox = KB-3-1 parental cell cytotoxicity; KB-3-1 viability, CellTiter-Glo ATP luminescence, 72 h; Potency, µM (highest dose often 46.1 µM), without a hit: at the highest dose activity change, negative = cytotoxic, most hits filed as cytotoxic; hit rate 1.4% among 400,000; AID 1347075; further: potency means the concentration at half of the fitted maximal effect; on the % scale 0 is the no-effect control and ±100 the full control effect; nearly all actives have a fitted effect of over 60% in size
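KB-3-1 parental drug-naive adenocarcinoma cells in DMEM/10% FBS, incubated 72 h at 37 C with pin-transferred compounds across a concentration series. Viability by CellTiter-Glo luminescence; concentration-response curves fitted after normalization.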
SW480 rereplic = DNA re-replication induction in SW480 cells. hit rate 1.8% among 340,000. AID 624297. SW480 DNA re-replication, Hoechst DNA content imaging, 48 h. Potency, µM (top dose mostly 46.1 µM), for inactives: at the highest dose re-replication activation, usual class: activators; further: potency means the concentration at half of the fitted maximal effect; % of control where 0% means no effect; nearly all actives have a fitted effect of over 55% in size
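Image-based read-out: total Hoechst fluorescence of nuclei (405 nm excitation, 500-530 nm emission), with hits raising the fraction of high-intensity nuclei. SW480 colon cells incubated 48 hr with compounds at 37 C.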
IL-1B inflam inh = inhibitors of inflammasome signaling (IL-1 beta secretion) | THP-1 LPS/ATP IL-1B secretion, AlphaLISA, 16 h; hits give low values | activity change, % at 57.5 µM | hit rate 4.7% among 360,000 | AID 743279; in the data active means activity change below about -50%; inconclusive means mostly about -30% to -49%; further: on the % scale 0 is the no-effect control and ±100 the full control effect
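Secreted IL-1B measured by AlphaLISA bead assay after 16 h compound exposure of THP-1 cells; compounds (final up to 57.5 uM) added 1 h before LPS (250 ng/mL) and ATP (1.25 mM) stimulation; lower signal means less secretion.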
KB-V1 cytotox = kills drug-selected multidrug resistant KB-V1 cells. KB-V1 MDR cells viability, CellTiter-Glo, 72 h. Potency, µM (series often up to 46.1 µM), for inactives: top-dose activity change, negative = cytotoxicity, most hits filed as cytotoxic. hit rate 3.4% among 400,000. AID 1347076; further: potency means the concentration at half of the fitted maximal effect; on the % scale 0 is the no-effect control and ±100 the full control effect; nearly all actives have a fitted effect of over 60% in size
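Drug-selected KB-V1 cells, grown in DMEM lacking phenol red with 10% FBS, receive compound titrations; after three days at 37 degrees C, surviving cell ATP is quantified by CellTiter-Glo luminescence and responses normalized and curve-fitted.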
Numbers without * were called inactive; ? = inconclusive; · = not tested or not shown; & = joins results of further samples; [ ] = another dose, or the depositor's remark. Unless noted, the call rests on the fitted dose curve; in most records, active means well fitted curve in the direction sought with a large enough effect; inconclusive means small, poorly fitted or top-dose-only effect, or another doubt; inactive means no such curve, though single readings can be large; an effect the other way counts as inactive or inconclusive.

SMILES	ATXN2 expr inh	HT1080 IDH1KD tx	MCF10A rerep	HT1080-NT tox	WRN helicase inh	KB-3-1 cytotox	SW480 rereplic	IL-1B inflam inh	KB-V1 cytotox
C#CCN1C(C)=CC(=O)[C@@H](O)[C@H]1c1ccccc1Br	13%	10%	-9%	10%	5%	2%	-12%	3	6%
CCOC(=O)NC1(C(F)(F)F)NC(=O)N(c2cccc(C(F)(F)F)c2)C1=O (configuration not stated)	3%	6%	2%	2%	-3%	2%	2%	16	-5%
CCCCN(CCNP(=O)(OCC)OCC)CP(=O)(OCC)OCC	-3%	14%	-1%	6%	-13%	-6%	3%	15	-19%
CSc1ccc(/C=C2\NC(=O)NC2=O)cc1	·	-2%	7%	-2%	-6%	-7%	-7%	-11	?
COc1ccc(/C=C(/NC(=O)c2ccco2)C(=O)NCCc2ccccc2)cc1	-5%	13%	2%	6%	-16%	·	-10%	-4	·
Cc1ccc(N/N=C(/Sc2nnnn2-c2ccccc2)C(=O)c2ccccc2)cc1	-9%	-4%	?	0%	-29%	-10%	-4%	-10	21µM*
CN(CC(=O)NCCCN1CCOCC1)S(=O)(=O)c1ccc(Cl)cc1	1%	-2%	-5%	-2%	-4%	·	-1%	-3	·
COc1ccc(S(=O)(=O)N2CCN(C(=O)CSC(=S)N3CCCC3)CC2)cc1	·	-7%	-4%	1%	5%	-4%	-1%	-9	-24%
Nc1nc(N2CCCCC2)c2ncn(C3OC(CO)C(O)C3O)c2n1 (configuration not stated)	·	17%	·	8%	1%	5%	·	-10	13%
CCn1cc(C(=O)NCCc2ccccc2)c(=O)c2cc(F)c(N3CCN(C)CC3)cc21	15%	?	-4%	?	-3%	?	3%[9.22 µM]	-26	-7%
CC(NCc1cccnc1)c1ccccc1 (configuration not stated)	-3%	2%	3%	2%	-24%	8%	?	-14	0%
O=C(N/N=C/c1ccc(Cl)cc1)C(=O)N1CCCCCC1	-30%	1%	?	0%	-2%	10%	-4%	-14	-2%
CCc1cccc(C)c1N1C(=O)CC(C)(C)CC1=O	·	1%	-6%	2%	1%	1%	-14%	0	20%
CCOC(=O)C1C(=O)C=C(c2ccc(C)cc2)CC1c1ccccc1 (configuration not stated)	1%	-16%	0%	-22%	-5%	-20%	-5%	-26	?
Cc1ccc(NC2=NCC(=O)N2CCc2ccccc2)cc1C	-5%	2%	-26%	0%	2%	6%	-2%	8	-26%
COc1ccc(C(=O)N/C(=C\c2ccc([N+](=O)[O-])cc2)C(=O)NC(CCSC)C(=O)O)cc1 (configuration not stated)	·	7%	-1%	-1%	10%	0%	1%	12	0%
O=C(O)C1CCC(Cn2c(SCc3cc(=O)n4cc(Cl)ccc4n3)nc3ccsc3c2=O)CC1 (configuration not stated)	·	0%	-9%	-5%	-7%	4%	-48%[inhibitor]	-5	11%
CCc1ccccc1N(C(=O)c1snc(C(N)=O)c1N)C(C(=O)NCC1CCCO1)c1ccc(C)o1 (configuration not stated)	-13%	-19%	-5%	-15%	-1%	-22%	6%	-9	?
CNS(=O)(=O)c1ccc2c(c1)oc(=O)c1cc(S(=O)(=O)NC)ccc12	·	1%	0%	2%	10%	4%	2%	-16	3%
COc1ccc(CCNC(=O)C(C)n2nc(C)c3c(C)n(-c4ccc(C)cc4)nc3c2=O)c(OC)c1 (configuration not stated)	?	-25%	-1%	21µM*	5%	0%	?	-50*	-24%
O=c1c2ccccc2cnn1Cc1ccc(Br)cc1F	4%	3%	1%	2%	-2%	0%	-8%	-8	-18%
COc1ccc(C(CC(=O)O)c2cc(OC)c(OC)c(OC)c2)cc1OC (configuration not stated)	-1%	12%	0%	12%	14%	13%	0%	19	1%
Cc1ccc(S(=O)(=O)Nc2c(C)n(C)n(-c3ccccc3)c2=O)c(C)c1	-14%	10%	0%	17%	4%	14%	1%	13	0%
CCOCCOc1cccc(C(=O)NC(c2ccccc2)C(C)C)c1 (configuration not stated)	·	4%	5%	-3%	1%	3%	-21%	9	-34%
Cc1nc(SCc2ccccc2)c(C(F)(F)F)c(=O)[nH]1	7%	2%	-3%	-12%	7%	-1%	-54%[inhibitor]	15	?

Records listed above marked active in IL-1B inflam inh.
Molecule	WRN helicase inh	SW480 rereplic	IL-1B inflam inh
COc1ccc(CCNC(=O)C(C)n2nc(C)c3c(C)n(-c4ccc(C)cc4)nc3c2=O)c(OC)c1 (configuration not stated)	5%	?	-50*

New compounds follow.
SMILES	ATXN2 expr inh	HT1080 IDH1KD tx	MCF10A rerep	HT1080-NT tox	WRN helicase inh	KB-3-1 cytotox	SW480 rereplic	IL-1B inflam inh	KB-V1 cytotox
Clc1ccccc1C1=CC(c2ccco2)n2nnnc2N1 (configuration not stated)	0%	-18%	14%	-2%	-4%	1%	-15%	12	9%
COc1cc(/C=C(\NC(=O)c2ccccc2)C(=O)NC(C(=O)O)c2ccccc2)cc(OC)c1OC (configuration not stated)	5%	7%	?	7%	4%	0%	1%	12	14%
CC(C)(CN1CCNCC1)NS(=O)(=O)c1ccc(Cl)cc1	?	?	12µM*	-4%[9.24 µM]	2%	21µM*	4%	0	-5%
COc1cccc(OC2OC3COC(C)(C)OC3C(O)C2NC(C)=O)c1 (configuration not stated)	16%	16%	0%	?	-5%	-2%	1%	16	3%
COc1ccc(CNC(=O)C[C@H]2C(=O)N(Cc3ccccc3)C[C@@H]2Cc2ccccc2)cc1	-10%	-11%	22%	-14%	-2%	-2%&-11%	-7%	-16	?
COC(CNC(=O)c1ccc2c(c1)ncn2-c1cc(C)cc(C)c1)OC	-14%	17%	2%	?	13%	18%	0%	?	-5%
CN(c1ccccc1)c1nc(N)c([N+](=O)[O-])c(NCCO)n1	·	-2%	-2%	11%	-6%	1%	-13%	37	-16%
CCc1ccc(NC(=O)c2cnccn2)cc1	-17%	10%	-9%	0%	5%	4%	-4%	-25	0%
CCOC(=O)/C(=C\c1ccccc1)NC(=O)c1ccccc1	·	6%	-3%	1%	-1%	4%	0%	-10	-14%
O=C(COc1ccc(CNC[C@H]2O[C@@H](n3ccc(=O)[nH]c3=O)[C@H](O)[C@@H]2O)cc1)Nc1nccs1	2%	?	·	20%	1%	0%	·	0	-2%
CCCC(=O)Nc1ccc2c(c1)nc(CN1CCN(C(C)=O)CC1)n2C	-22%	15%	1%	10%	1%	3%	-6%	0	10%
COc1ccc(C(=O)NCCCNC(=O)c2cnccn2)cc1Br	2%	14%	3%	0%	5%	13%	-7%	22	0%
COc1ccc(/C=N/NC(=O)c2ccccc2O)cc1CSc1ccccn1	2%	1%	-31%[inhibitor]	14%	-22%	10%	-3%	0	?
CCOC(=O)c1ccc(NC(=S)NCCC2=CCCCC2)cc1	-23%	-5%	25%	0%	-5%	11%	87%	28	?
O=C1N(c2ccccc2)C2CS(=O)(=O)CC2N1c1ccc(Br)cc1 (configuration not stated)	-5%	6%	1%	4%	-8%	-3%	0%	?	-13%
CC(C)C(C)NC(=O)CN1C(=O)NC2(CCCCCC2)C1=O (configuration not stated)	10%[11.3 µM]	6%	-3%	16%	-5%	12%	-24%	12	?
COc1cc(CC(=O)Nc2ccc(N3CCOCC3)cc2)cc(OC)c1OC	-16%	0%	3%	2%	3%[57.1 µM]	19%	1%	48	-15%
CCC(CC)C(=O)Nc1nnc(S(=O)(=O)N2CCCCCC2)s1	1%&6%	4%	0%	2%	0%	-6%&-20%	-10%	-10	10%&1%
CCOc1ccc(/C=C/C(=O)c2ccccc2)cc1	·	5%	16%	6%	-10%	10%	10%	?	3%
COc1cccc(C2=NN(C(=O)CCCC(=O)O)C(c3cccs3)C2)c1 (configuration not stated)	10%	23%	2%	?	1%	-1%	-5%	27	3%
CCOC(=O)c1cccc(NC(=O)Cn2cnc3c2c(=O)n(C)c(=O)n3C)c1	1%	0%	-2%	-7%	10%	3%	2%	57	4%

Shown in markdown: 3 of the compounds above
| Compound | ATXN2 expr inh | HT1080 IDH1KD tx | MCF10A rerep | HT1080-NT tox | WRN helicase inh | KB-3-1 cytotox | SW480 rereplic | IL-1B inflam inh | KB-V1 cytotox |
| --- | --- | --- | --- | --- | --- | --- | --- | --- | --- |
| CCOC(=O)c1cccc(NC(=O)Cn2cnc3c2c(=O)n(C)c(=O)n3C)c1 | 1% | 0% | -2% | -7% | 10% | 3% | 2% | 57 | 4% |
| COc1cc(/C=C(\NC(=O)c2ccccc2)C(=O)NC(C(=O)O)c2ccccc2)cc(OC)c1OC (configuration not stated) | 5% | 7% | ? | 7% | 4% | 0% | 1% | 12 | 14% |
| CCCC(=O)Nc1ccc2c(c1)nc(CN1CCN(C(C)=O)CC1)n2C | -22% | 15% | 1% | 10% | 1% | 3% | -6% | 0 | 10% |

Looked up above:
Clc1ccccc1C1=CC(c2ccco2)n2nnnc2N1 (configuration not stated) | HT1080 IDH1KD tx = -18%
O=C1N(c2ccccc2)C2CS(=O)(=O)CC2N1c1ccc(Br)cc1 (configuration not stated) | MCF10A rerep = 1%
